TDP1 inh: TDP1 (human) enzyme inhibition | Q9NUW8 | recombinant TDP1, AlphaScreen DNA substrate cleavage | Potency, µM (doses to about 130 µM), for inactives: top-dose activity change, negative = inhibition, usual class: inhibitors | actives 0.28% (n = 350,000) | AID 485290; also: nearly all actives have a fitted effect of over 40% in size
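AlphaScreen read-out: signal falls as enzyme removes the 3' tyrosine-FITC from a 5'-biotinylated DNA oligo (15 nM, 5 min, RT). Enzyme was E. coli-made recombinant Tdp1 at 1 nM, exposed to compound for 15 min beforehand; beads 10 ug/ml, 10 min.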
DT40 TDP1 no CPT: qHTS for Inhibitors of human tyrosyl-DNA phosphodiesterase 1 (TDP1): qHTS in cells in absence of CPT; DT40 Tdp1-/- hTDP1 cells, no CPT, ATP luminescence, 48 h; Potency, µM (top dose mostly 46.2 µM), for inactives: at the highest dose activity change, negative = growth inhibition, usual class: inhibitors; actives 15% (n = 420,000); also: nearly all actives have a fitted effect of over 55% in size
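Cells were dispensed at 400 per well, compounds added by pin tool, plates incubated ≥48 hr at 37 °C, then CellTiter-Glo added for 30 min at room temperature before luminescence reading. Line: DT40 Tdp1-/- complemented with hTDP1; camptothecin omitted.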
GCN5L2 inh: inhibitors of human GCN5L2 histone acetyltransferase | Q92830 | GCN5L2 HAT assay, ThioGlo1 CoA-SH fluorescence | Potency, µM (titrated, usually from 58.9 µM), for inactives: top-dose activity change, negative = inhibition, actives largely listed as inhibitors | actives 0.21% (n = 390,000) | AID 504327
Target sequence (Q92830 whole entry, looked up): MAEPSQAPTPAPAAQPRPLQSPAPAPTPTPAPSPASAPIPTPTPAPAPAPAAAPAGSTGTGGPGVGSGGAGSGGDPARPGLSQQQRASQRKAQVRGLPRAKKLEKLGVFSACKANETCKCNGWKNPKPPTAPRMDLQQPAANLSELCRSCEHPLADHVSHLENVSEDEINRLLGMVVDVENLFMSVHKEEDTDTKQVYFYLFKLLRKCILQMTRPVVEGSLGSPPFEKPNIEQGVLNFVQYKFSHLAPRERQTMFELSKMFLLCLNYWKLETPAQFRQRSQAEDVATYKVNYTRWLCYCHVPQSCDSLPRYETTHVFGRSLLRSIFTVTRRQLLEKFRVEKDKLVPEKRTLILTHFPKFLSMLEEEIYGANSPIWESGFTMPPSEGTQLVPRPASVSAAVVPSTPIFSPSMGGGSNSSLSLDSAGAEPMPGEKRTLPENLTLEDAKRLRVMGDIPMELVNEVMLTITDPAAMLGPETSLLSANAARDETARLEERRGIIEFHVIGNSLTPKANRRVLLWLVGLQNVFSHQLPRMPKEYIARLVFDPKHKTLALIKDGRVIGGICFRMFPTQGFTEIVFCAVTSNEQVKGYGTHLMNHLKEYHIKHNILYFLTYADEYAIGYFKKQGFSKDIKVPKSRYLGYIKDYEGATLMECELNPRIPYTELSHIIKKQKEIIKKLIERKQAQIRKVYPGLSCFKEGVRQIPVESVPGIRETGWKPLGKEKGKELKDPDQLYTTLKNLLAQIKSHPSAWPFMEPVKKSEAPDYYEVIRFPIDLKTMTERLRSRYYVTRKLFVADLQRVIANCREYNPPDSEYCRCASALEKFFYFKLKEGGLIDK
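ThioGlo1-coupled HAT assay: 20nM GCN5L2, 70uM acetyl-CoA, 75uM H3(1-25) peptide, pH 7.5. Fluorescence read at 340/540nm at start and after 20 min at room temperature.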
Starred values were filed as active, the others as inactive; ? = inconclusive; nt = no result given; [ ] = dose if it differs, or a comment. Calls follow the shape of the dose curve; as a rule, active = well fitted curve in the direction sought with a large enough effect; inconclusive = small, poorly fitted or top-dose-only effect, or another doubt; inactive = no such curve, though single readings can be large; an effect the other way counts as inactive or inconclusive. % is scaled to controls: 0 for no effect and ±100 for the full control effect; potency is read from the fitted curve at half-maximal effect. Not all compounds are listed. The share of hits here may be higher or lower than overall.

SMILES	TDP1 inh	DT40 TDP1 no CPT	GCN5L2 inh
CCOc1ccc(C2C(C#N)=C(N)N(N(C)C)C3=C2C(=O)CCC3)cc1 (centres undefined)	nt	5%	-3%
Cc1sc2ncnc(N3CCC(C(=O)NCC(=O)Nc4ccc(F)c(F)c4)CC3)c2c1C	3%	?	-5%
O=C(COc1ccc(F)cc1Cl)Nc1cccc(S(=O)(=O)N2CCCCCC2)c1	-1%	?	-7%
Cc1noc(C)c1COc1ccccc1C(=O)NCCc1ccccc1	0%	-28%	-8%
CCn1ccc2cc(OC)ccc2c1=S	7%	-6%	-7%
O=C(CSc1nnc(CNC(=O)c2cccs2)o1)NCCc1ccccc1	0%	-13%	-5%
CC(C)C(C(=O)NC1CCCC1)N(Cc1ccco1)C(=O)CNS(=O)(=O)c1ccccc1 (centres undefined)	-6%	-23%	-5%
Cc1nn(-c2ccccc2)c2nc(=O)n(-c3ccccc3)cc12	0%	7.3µM*	-1%
COc1ccc(N2CCN(C(=O)CCc3c(C)nc4c(-c5ccccc5)c(C)nn4c3C)CC2)cc1	3%	18µM*	-13%
COc1cccc(OC)c1-c1nn2c(-c3ccco3)nnc2s1	-12%	5%	-4%
COc1ccc(NC(=S)NC2CCN(Cc3ccccc3)CC2)cc1OC	5%	?	17%
Cc1oc(-c2ccccc2)nc1C(=O)Nc1nccs1	1%	-28%	0%
COC(=O)C1CCN(C(=O)CN2C(=O)NC(CCc3ccccc3)C2=O)CC1 (centres undefined)	-2%	0%	-8%
OCC1OC(Oc2cccc3ccccc23)C(O)C(O)C1O (centres undefined)	nt	21%	-3%
CN1CCN(NC(=O)c2ccc(Cl)cc2Cl)CC1	3%	6%	-3%
COc1ccccc1NC(=O)CC1C(=O)NCCN1C(=O)Nc1ccccc1 (centres undefined)	4%	-5%	-1%
COC(=O)c1cn(C(=O)c2cc(C)cc(C)c2)c2ccccc12	-5%	?	-7%
O=S1(=O)CC/C(=N\Nc2ccc(F)cc2)c2ccsc21	10%	-25%	-7%
COCCCN1Cc2cccc(C(=O)O)c2C1=O	5%	2%	-14%
C=CCOC(=O)C(=O)/C=C/c1coc2ccccc2c1=O	3%	?	-1%
CC[C@@H](C)[C@@H](O)[C@H](C)C(=O)[C@H](C)/C=C(\C)C[C@H](C)[C@@H]1OC(=O)[C@H]1CC	9%	nt	0%
CC(C)C(=O)Nc1ccc(C(=O)Nc2ccc(S(=O)(=O)N3CCOCC3)cc2)cc1	2%	-20%	-8%
COc1ccc(C)cc1Nc1nc(N)c2ccccc2n1	9%	?	-15%
COc1ccccc1C(c1nnnn1C(C)C)N1CCN(C(=O)c2ccco2)CC1 (centres undefined)	10%	-10%	-4%
COc1cc(-c2c(-c3cc(OC)c(OC)c(OC)c3)noc2C)ccc1F	nt	0.0073µM*	?
CCOC(=O)C1(Cc2ccccc2Cl)CCN(C(=O)c2cc(C)on2)CC1	0%	?	-3%
Cc1cc(OCC(=O)NCC2CCC(C(=O)O)CC2)c2c(C)c(C)c(=O)oc2c1 (centres undefined)	nt	0%	1%
O=C(Nc1cc(Cl)ccc1O)C1CCCO1 (centres undefined)	2%	-21%	-1%
CCOc1ccccc1N(C)C(=O)CCS(=O)(=O)c1ccc2c(c1)NC(=O)CO2	2%	27%	-1%
COc1ccccc1N1CCN(CC(O)COc2ccc3c(c2)OCO3)CC1 (centres undefined)	7%	?	-9%
Nc1nccnc1C(=O)OCC(=O)NCCc1ccc(Cl)cc1	1%	-23%	-2%
CC(Oc1ccc(Br)cc1)C(=O)NCC(c1cccs1)N1CCOCC1 (centres undefined)	nt	?	0%
COc1ccc(O)c(/C=N/NC(=O)c2cc(=O)[nH]c3ccccc23)c1	nt	?	-6%
O=C(c1ccccc1)c1cc2ccccc2oc1=O	nt	1%	-2%
CC(CN1CCOCC1)OC(=O)c1cccc(Br)c1 (centres undefined)	6%	2%	-5%
COc1ccccc1C(=O)NC(=S)Nc1cccnc1Cl	3%	-29%	-13%
O=C(/C=C/c1ccc(Br)o1)NCCCN1CCOCC1	5%	?	-6%
CC1CCN(C(=O)Cn2cc(SCC(=O)NCc3ccccc3Cl)c3ccccc32)CC1	3%	?	-4%
COc1ccc(NC(=O)COC(=O)CCNC(=O)c2ccco2)cc1Cl	0%	2%	-4%
CN(C)C1=NC[C@H](Cc2ccccc2)N1CCCC1CCCC1	nt	21µM*	1%

Other compounds
Compound,TDP1 inh,DT40 TDP1 no CPT,GCN5L2 inh
COc1ccc(N(CC(=O)Nc2ccc3c(c2)OCO3)S(C)(=O)=O)c(OC)c1,0%,0%,0%
COc1cccc(Cn2c(=O)cc(C)c3c(C)nn(-c4ccc(C)cc4)c32)c1,5%,18µM*,-9%
CC12COC3(C(=O)Nc4ccc(Cl)cc4)CC1CCC32C (centres undefined),3%,?,0%
O=C(CSc1nnc(-c2ccccn2)o1)Nc1ccc(F)cc1,4%,12%,1%
CC(=O)Nc1ccc(NC(=O)CSc2ncc(C(=O)Nc3ccc(Cl)cc3)c(=O)n2C)cc1,-13%,?,1%
CN(CC(=O)NCc1ccncc1)S(=O)(=O)c1ccc(Cl)cc1,?,-6%,-7%
Cc1cccc(C(=O)Nc2sc(C)c(-c3ccccc3)c2C#N)c1,-4%,?,-9%
O=C1CN(C(=O)CNCc2ccccc2)c2ccccc2N1,-11%,-7%,0%
COc1ccc(NC(=O)C2CCN(S(=O)(=O)c3c(C)noc3/C=C/N(C)C)CC2)cc1,8%,9%,-5%
CCN1CCN(c2cc(C)c3cc(NC(=S)N4CCCC4)ccc3n2)CC1,2%,-24%,-2%
O=C(COC(=O)c1ccccc1Oc1ccccc1)NC1CCS(=O)(=O)C1 (centres undefined),0%,13%,-1%
Cc1cccc(NC(=O)Cc2noc3ccccc23)c1,-1%,-16%,-2%
NS(=O)(=O)c1ccc(N/N=C2/CCCc3ccccc32)c([N+](=O)[O-])c1,-3%,12%,-2%
NS(=O)(=O)c1ccc(CCNC(=O)CSc2nc3ccsc3c(=O)n2CCCCCC(=O)O)cc1,5%,?,0%
Cc1ccccc1C(=O)Nc1sc(C)c(C)c1C(=O)c1ccccc1,6%,?,-10%
O=C(COC(=O)c1ncc(Cl)c(Cl)c1Cl)NCCc1ccccc1,0%,0%,-19%
COC(=O)Cc1[nH]nc2c1C(C1C=CCCC1)C(C#N)=C(N)O2 (centres undefined),1%,26µM*,-4%
Cc1ccnc(NS(=O)(=O)c2ccc(NC(=O)C3CCCCC3)cc2)n1,4%,-5%,-3%
CC1=CC(=Nc2c(C)n(C)n(-c3ccccc3)c2=O)C=C(C)C1=O,5%,21µM*,3%
COc1ccc(OCC(=O)NNC(=O)c2cccnc2)cc1,5%,-12%,1%
COc1cc(OC)c(N(C)C(=O)CSc2c3c(nc4ccc(Cl)cc24)CCCC3)cc1Cl,2%,?,-19%
CN(Cc1ccccc1)C(=O)COC(=O)c1ccc(Br)c(S(=O)(=O)N2CCOCC2)c1,0%,0%,-5%
O=C(CSc1nncn1-c1ccccc1)Nc1cc(Cl)cc(Cl)c1,-2%,-13%,2%
CCOc1ccccc1CNC(=O)c1nc(-c2ccc(Cl)cc2)n2c1CCCCC2,7%,?,-7%
Cn1cccc1/C=N/N1CCN(Cc2cccc3ccccc23)CC1,13%,13µM*,-9%
O=C1N=c2ccccc2=C1c1sc(Nc2ccc(O)cc2)nc1O,-1%,-18%,?
CC(=O)N(C(C)=O)c1nc(-c2ccccc2)cn1/N=C/c1ccccc1,-3%,?,3%
CC(=O)c1cc2c(cc1NC(=O)c1ccco1)OCCO2,6%,-17%,0%
COC(=O)N/N=C\c1ccc(OC(=O)c2ccco2)cc1,5%,-9%,-7%
COC(=O)[C@H](C)NC(=O)Nc1ccc(C)c(C)c1,2%,-18%,-7%

Five entries out of the list, ordered by formula weight, smallest number first:
Compound,TDP1 inh,DT40 TDP1 no CPT,GCN5L2 inh
CC12COC3(C(=O)Nc4ccc(Cl)cc4)CC1CCC32C (centres undefined),3%,?,0%
O=C(CSc1nnc(-c2ccccn2)o1)Nc1ccc(F)cc1,4%,12%,1%
Cc1cccc(C(=O)Nc2sc(C)c(-c3ccccc3)c2C#N)c1,-4%,?,-9%
O=C1N=c2ccccc2=C1c1sc(Nc2ccc(O)cc2)nc1O,-1%,-18%,?
O=C(COc1ccc(F)cc1Cl)Nc1cccc(S(=O)(=O)N2CCCCCC2)c1,-1%,?,-7%

Carrying on:
Compound,TDP1 inh,DT40 TDP1 no CPT,GCN5L2 inh
COc1cccc(C(=O)N/N=C/c2ccc(Oc3ccc([N+](=O)[O-])cn3)c(OC)c2)c1,5%,?,-21%
CC(=O)N/C(=C/c1cccnc1)C(=O)Nc1ccc(Cl)cc1,-4%,-12%,-11%
O=C(CSc1nc(=O)n(CCCN2CCOCC2)c2c1CCCC2)Nc1cccc(Cl)c1,1%,?,-8%
O=C(c1csnn1)N1CCC[C@@]2(CCN(Cc3ccccc3)C2)C1,nt,3%,3%
O=C(Nc1ccc(Cl)cc1C(F)(F)F)c1cc(S(=O)(=O)NCc2ccccc2)ccc1F,8%,?,6%
CC1CCN(CCOc2ccc(Cl)c(Cl)c2)CC1,0%,-8%,-4%
Cc1cc2c(cc1S(=O)(=O)NCc1ccccc1Cl)OCC(=O)N2,0%,-18%,-12%
O=C(CCCn1c(SCc2cccc(F)c2)nc2ccccc2c1=O)NCC1CCCO1 (centres undefined),7%,?,-8%
Cc1ccc(S(=O)(=O)c2cc3c(=O)n4ccccc4nc3n(Cc3ccco3)c2=N)cc1,4%,?,0%
CC(C(=O)NC1CCCCC1)N1C(=O)C2C3C=CC(C3)C2C1=O (centres undefined),-15%,9%,-27%
O=C(COC(=O)c1cncc(Br)c1)NCc1cccs1,0%,-26%,0%
O=C(c1cccc(S(=O)(=O)N2CCOCC2)c1)N(Cc1ccco1)Cc1cccs1,1%,?,2%
O=C(NCCN1CCOCC1)c1ccc(Cl)c(S(=O)(=O)N2CCCCC2)c1,3%[56.1 µM],-1%,-2%
CCCCn1c(SCC(=O)NCc2ccco2)nc2ccc(N3CCOCC3)cc2c1=O,-2%,?,-8%
C=CC[C@@H](CC(=O)N[C@@H](CO)Cc1ccccc1)C(=O)N[C@H](COC(=O)[C@H](CC=C)CC(=O)OC(C)(C)C)Cc1ccccc1,0%,?,1%
CCCC(=O)Nc1nc(C)c(-c2csc(Nc3ccccc3C)n2)s1,8%,8%,0%
CC(C)(C)c1[nH]nc2c1C(c1ccsc1)C(C#N)=C(N)O2 (centres undefined),-3%,?,-5%
CCOC(=O)C1=C(C2=CCCCC2)c2ccc(OC)cc2N(S(=O)(=O)C(F)(F)F)C1C(=O)OCC (centres undefined),-1%[56.1 µM],2.3µM*,-12%
CC(C)c1ccc(NS(=O)(=O)c2ccc3c(c2)oc(=O)n3C)cc1,nt,?,-19%
CCCCNC(=O)CSc1nnc(NC(C)=O)s1,-10%,?,1%
NS(=O)(=O)c1ccc(N/N=C/c2ccc(O)cc2O)c([N+](=O)[O-])c1,4%,?,1%
CCC1Oc2ccccc2N(CC(=O)NCCCN2CCN(Cc3ccccc3)CC2)C1=O (centres undefined),0%,-26%,2%
COC(=O)c1cc(C(=O)CSc2nc(C)cc(C)n2)ccc1O,-2%,0%,-5%
COc1ccc(CNC(=O)C2CCN(S(=O)(=O)Cc3ccccc3)CC2)cc1,3%,-6%,-10%
C/C(N)=C(/C#N)C(=O)COC(=O)C1=NN(c2ccccc2)C(=O)CC1,nt,5%,0%
Cc1onc(-c2ccccc2)c1C(=O)Nc1ccc(S(=O)(=O)N2CCCC2)cc1,6%,-25%,-22%
COc1ccc(-n2nc([N+](=O)[O-])c(=NCCc3ccc(Cl)cc3)n2O)cc1,6%,?,-3%
COc1ccc(-c2nnc(SCc3ncc(-c4ccccc4)o3)o2)cc1,0%,-21%,-5%
COc1ccc2[nH]c(=O)c(CN(Cc3cccs3)Cc3nnnn3C(C)(C)C)cc2c1,3%,23µM*,-19%
CCCCCOC(=O)Cn1c(SCC(=O)Nc2ccccc2)nc2c1c(=O)[nH]c(=O)n2C,-3%,?,-8%

Screening results as filed in PubChem BioAssay.
